BaF3 parental: reduces parental Ba/F3 cell viability, JAK2V617F counter-screen; CellTiter-Glo ATP luminescence; inhibition, % at 5.6 µM; actives 1.1% (n = 220,000); AID 1486;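 active means inhibition above a per-campaign cutoff, the mean inhibition of all tested compounds plus 3 SD, cut at about 27% in these data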;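 further: 0% = DMSO wells and 100% = JAK Inhibitor I control wells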
TNF death inh: inhibitors of TNF-alpha induced necroptosis in Jurkat FADD-/- cells | Jurkat FADD-/- TNF necroptosis rescue, ATP luminescence, 24 h; 0 = TNF only, 100 = no-TNF cells | AID 463075 | activation (protection from cell death), % at 10 µM | actives 0.068% (n = 220,000);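 active means activation, meaning protection from cell death, of at least 50% relative to plate controls; inactive means activation below 50%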;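 further: necroptosis triggered by 40 ng/mL TNF-alpha added together with compound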
Ba/F3 V617F tox: reduce viability of Ba/F3 cells dependent on JAK2V617F; inhibition, % at 5.6 µM; actives 1.1% (n = 220,000); Ba/F3 EpoR-JAK2V617F viability, ATP luminescence; AID 1446;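 active means inhibition above the campaign mean plus 3 SD over all tested compounds, cut at about 24% in these data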;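 further: cytokine-independent growth of Ba/F3 cells driven by EpoR plus mutant JAK2; 0% = DMSO-treated cells and 100% = JAK inhibitor I control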
CHOP inh: blocks CHOP induction under ER stress | CHO-K1 CHOP-promoter luciferase, tunicamycin-induced, 15-18 h | inhibition, % at 10 µM | actives 3.8% (n = 220,000);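 active means compounds that reduced the stress-induced luciferase reporter signal by more than about 70% of percent inhibition, limit read from the data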;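 further: 0% = tunicamycin plus vehicle and 100% = wells without tunicamycin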
RBBP9 inh: blocks human serine hydrolase RBBP9. actives 0.2% (n = 220,000). inhibition, % at 7.94 µM. AID 1515. recombinant RBBP9, FP-Rh probe fluorescence polarization. O75884;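 active means inhibition above the campaign mean of all tested compounds plus 3 SD, cut at about 14% in these data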;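 further: plate controls were DMSO wells with RBBP9 for no effect and wells lacking RBBP9 protein for full effect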
Target sequence (O75884 whole entry, looked up): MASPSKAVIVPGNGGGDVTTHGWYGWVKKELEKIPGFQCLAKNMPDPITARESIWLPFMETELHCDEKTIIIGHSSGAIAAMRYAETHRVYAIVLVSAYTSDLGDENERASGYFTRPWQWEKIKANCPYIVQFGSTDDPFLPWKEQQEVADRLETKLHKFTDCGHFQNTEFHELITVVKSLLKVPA
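System: RBBP9 protein / Quantity: 2.5 µM RBBP9 dispensing solution, before mixing / Also added: Serine-hydrolase probe FP-Rh, 375 nM pre-mixing / Dosing: 7.94 µM single dose, 0.794% DMSO / Timing: enzyme-compound preincubation 30 min, then probe labeling 45 min, 25 °C / Signal: FP readout at 525/598 nm / Controls: DMSO-treated enzyme wells and wells lacking RBBP9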
zfTRPN1 agonist: zebrafish TRPN1 (NompC) channel agonism; HEK293 zebrafish TRPN1-YFP, Fluo-8 calcium fluorescence; 100% = response to 87 µM carbachol; actives 0.18% (n = 220,000); AID 1424; activation, % at 3 µM;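 active means activation above its plate's cutoff, the mean activation of test wells on that plate plus 3 SD, cut at about 19% in these data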;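 further: 0% = DMSO alone and 100% = 87 µM carbachol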
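Material: zebrafish TRPN1-YFP in HEK293 cells; Doses: single test compound dose, 3 µM nominal, 0.3% DMSO; Timing: dye loading 1 h at 37 °C, then 30 min room temperature; Technique: intracellular calcium fluorescence with Fluo-8; Benchmarks: high carbachol 87 µM, low DMSO alone.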
TRPML3 agonist: agonists of human TRPML3 channel; AID 1448; actives 0.29% (n = 220,000); HEK293 TRPML3-YFP, Fluo-8 calcium fluorescence; 100% = the carbachol control signal; Q8TDD5; activation, % at 3 µM;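 active means activation above its plate's cutoff, the mean activation of the plate's test wells plus 3 SD, cut at about 12% in these data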;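 further: 0% = DMSO only wells and 100% = carbachol wells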
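Material: TRPML3-YFP stable HEK293 cells | Dosing: One concentration, 3 µM nominal, 0.3% DMSO | Timing: 125 s total fluorescence read per well | Technique: Fluo-8 calcium dye fluorescence, ex 470-495, em 515-575 nm | Measure: Percent activation from peak-to-basal fluorescence ratio, scaled between DMSO and carbachol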
PPC-1+TRAIL kill: kills PPC-1 cancer cells in the presence of TRAIL | PPC-1 cells + TRAIL, ATPLite viability luminescence | cell killing (% activity), % at 4 µM | actives 0.41% (n = 220,000);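 active means cell killing above 50% in the first pass at 4 µM, then a duplicate retest at 5 µM averaging 50% or more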;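 further: plate controls were cells with TRAIL plus DMSO for no effect and medium-only wells lacking cells for full effect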
Wee1 stabilizer: blocks degradation of human Wee1 kinase. HeLa Luc-Wee1K328M stability, luciferase luminescence; 100% = proteasome inhibitor MG132 effect. reporter increase, % at 5 µM. actives 1.2% (n = 220,000);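 active means activation above the mean of all tested compounds plus 3 SD, set per screening run, cut at about 8.8% in these data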;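 further: cells exposed to compound for 20 h before luminescence read; 0% = DMSO alone and 100% = MG132 at 30 µM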
Target sequence (P30291 whole entry K328M): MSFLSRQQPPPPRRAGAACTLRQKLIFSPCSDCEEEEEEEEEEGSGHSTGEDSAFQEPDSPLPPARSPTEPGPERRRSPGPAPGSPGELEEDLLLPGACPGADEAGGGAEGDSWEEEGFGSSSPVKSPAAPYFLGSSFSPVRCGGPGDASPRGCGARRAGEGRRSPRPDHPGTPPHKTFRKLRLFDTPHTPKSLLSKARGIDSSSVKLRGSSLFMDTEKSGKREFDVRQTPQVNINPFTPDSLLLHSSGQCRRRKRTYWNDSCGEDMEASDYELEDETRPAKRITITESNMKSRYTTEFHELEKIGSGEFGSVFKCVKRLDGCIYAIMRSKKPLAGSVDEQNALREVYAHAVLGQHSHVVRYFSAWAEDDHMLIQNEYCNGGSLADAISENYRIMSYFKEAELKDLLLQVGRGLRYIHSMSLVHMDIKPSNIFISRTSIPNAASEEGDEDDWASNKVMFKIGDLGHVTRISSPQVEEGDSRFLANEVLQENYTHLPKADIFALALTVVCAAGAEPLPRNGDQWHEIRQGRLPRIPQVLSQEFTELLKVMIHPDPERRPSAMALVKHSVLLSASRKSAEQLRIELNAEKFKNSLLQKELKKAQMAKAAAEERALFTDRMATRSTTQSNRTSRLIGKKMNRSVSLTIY
Active calls of the source: *; x = not tested or not shown; [ ] = dose if it differs, or a comment. This is a random part of the collection. About 6.8% of those tested had a hit in this group.

Screens in order: BaF3 parental, TNF death inh, Ba/F3 V617F tox, CHOP inh, RBBP9 inh, zfTRPN1 agonist, TRPML3 agonist, PPC-1+TRAIL kill, Wee1 stabilizer
CCOC(=O)N1CCN(S(=O)(=O)c2ccc(F)c(C(=O)Nc3ccc(C)c(Cl)c3)c2)CC1
→ 6.7, 6.0, 0.4, 53.9, -3.3, 0.1, -0.1, 37.0, -2.8
CCOCCn1c(N2CCN(c3ccc(OC)cc3)CC2)nc2c1c(=O)n(C)c(=O)n2C
→ 2.9, -4.3, 1.3, -21.9, -11.6, -0.6, 0.2, 14.0, -0.1
COc1ccc(C(=O)C(C)[n+]2ccc(-c3nnc4n3CCCCC4)cc2)cc1 (stereo not given)
→ 0.9, 4.7, -2.7, 10.0, 1.2, 0.4, 0.1, -3.4, -1.4
C=CCNC(=O)/C(=C\c1ccc(Br)cc1)NC(=O)c1ccccc1OC
→ 5.1, -4.6, 0.8, 20.4, -4.9, -0.7, 0.6, -24.9, -0.8
COC(=O)N/N=C/c1ccc(-c2ccc(C)c(Cl)c2)o1
→ 5.1, 1.9, -0.2, 10.2, -6.5, -1.8, -0.3, 9.8, 2.3
COCc1cc(C)[nH]c(=O)c1C(=O)NC12CC3CC(CC(C3)C1)C2
→ 0.3, 1.2, -2.4, -1.7, -9.1, -0.1, 0.6, x, -0.7
C[n+]1ccccc1COc1ccc(C(C)(C)C)cc1
→ 67.8*, -0.8, 72.6*, -15.6, -6.3, -0.9, -0.1, 17.2, -0.2
COc1cc(-c2cc(C(=O)Nc3ccc(N4CCOCC4)cc3)c3ccccc3n2)cc(OC)c1OC
→ 2.0, -12.5, 2.6, 18.4, -4.3, 2.0, 0.6, 25.2, -1.0
O=C(NCC1(c2ccccc2)CCCC1)c1ccc(Br)cc1
→ 8.0, 2.3, -4.1, 74.4*, 0.0, -1.5, 4.9, 3.6, 0.9
CCCCOC(=O)c1nc[nH]c1C(=O)OCCCC
→ 2.9, -0.2, -2.9, 6.1, -2.0, 0.2, 0.0, 26.0, 4.9
CCN1CCN(Cc2nc3c(c(=O)[nH]c(=O)n3C)n2Cc2ccccc2Cl)CC1
→ 3.1, 0.0, 4.8, x, 4.2, 2.9, 0.3, x, 0.3
COc1cc(/C=C(/C#N)c2nc3ccccc3c(=O)[nH]2)ccc1O
→ 6.3, 1.3, 0.6, 101.9*, -8.5, 0.5, 1.3, 20.2, 1.6
Cc1nnc(N(C)C(=O)c2ccc3c(c2)OCO3)s1
→ 0.7, 0.5, -1.8, -39.6, -2.6, 0.2, 0.7, 5.9, -1.6
COc1ccc(N2CCN(C(=O)CSc3nnnn3-c3ccc4c(c3)OCCO4)CC2)cc1
→ 1.9, -5.3, 1.4, 51.8, 1.6, 4.1, 0.9, 8.5, 0.7
CCOC(=O)c1ccc(N2Cc3ccccc3C2=NC(=O)c2cccs2)cc1
→ 4.9, 3.4, 0.4, 5.1, -8.3, 1.1, 0.0, 30.4, 6.0
CC(Sc1nc(N2CCOCC2)nc(N2CCOCC2)n1)C(=O)Nc1ccccc1 (stereo not given)
→ 3.0, 0.9, 1.6, 15.1, -2.6, 1.1, 0.9, 4.2, -0.8
Cc1ccccc1N(C)S(=O)(=O)c1ccc2[nH]cc(C(=O)NCC3CCCO3)c(=O)c2c1 (stereo not given)
→ 5.2, -0.3, 1.9, 5.3, -0.8, 0.4, 1.0, -7.0, -1.4
CC12COC3(C(N)=O)CC1CCC32C (stereo not given)
→ 3.6, -0.6, 4.0, -8.7, -2.7, 1.2, 0.6, 17.3, -2.8
CCOC(=O)N1CCC(NC(=O)CN2C(=O)CSc3nc(C)cc(C)c32)CC1
→ 0.7, 1.0, 2.8, -4.0, -9.1, -0.1, 0.9, 7.1, -1.7
CCOc1ncccc1C(=O)OCC(=O)c1ccccc1Br
→ -1.3, -0.7, -3.7, 1.5, 3.5, -2.2, -0.9, 25.9, 0.4
CSc1nsc(SC)c1C(=O)NCCNS(=O)(=O)c1ccc(C)cc1
→ 5.4, 0.0, 4.0, -7.4, -2.5, -0.3, -1.0, 9.6, 0.2
CCN(c1ccccc1)S(=O)(=O)c1ccc(Cl)c(NC(=O)COC(=O)c2cc(O)c3ccccc3c2O)c1
→ -2.6, -12.1, -2.8, 25.4, 3.1, -0.3, -0.8, 31.8, 2.4
Cc1cc(C)c(NC(=O)OCCN2CCOCC2)c(C)c1
→ -0.9, -0.8, -0.3, 12.7, -2.1, 1.0, 0.9, 0.2, -2.3
Cc1nc(CNS(=O)(=O)c2cccnc2)cs1
→ -0.7, 1.4, -2.8, -1.9, -0.7, -0.8, 0.1, 26.3, -0.1
COc1cc(C(=O)OC(C)C(=O)Nc2ccc3c(c2)OCO3)ccc1OCc1c(C)noc1C (stereo not given)
→ 7.9, -0.4, 0.1, -12.6, -2.7, 1.2, 0.2, -0.3, -0.8
CCCCNC(=O)CSc1nnc(Cc2ccccc2)n1CC1CCCO1 (stereo not given)
→ 0.3, 1.2, 0.8, -12.9, -5.5, -2.7, 0.1, -0.8, 1.8
COc1ccc(NS(=O)(=O)c2cccc(C(=O)N/N=C/c3ccccn3)c2)cc1
→ 0.2, 0.7, 1.1, 9.1, 0.6, 1.0, 0.6, 5.1, -5.3
CCCNC(=O)c1cc2ccccc2c(=O)o1
→ 3.5, 0.8, -2.4, -3.4, -5.7, 0.8, 0.7, -29.8, 2.1
Cc1c(C(=O)Nc2ccc(S(=O)(=O)NCC3CCCO3)cc2)cccc1[N+](=O)[O-] (stereo not given)
→ 0.3, 0.7, 5.7, 5.6, -4.8, 3.7, 3.3, 10.2, 1.6
CCC(C)(C)NC(=O)C(c1ccc(C)o1)N(C(=O)c1csnn1)c1cccc(F)c1 (stereo not given)
→ 3.1, -2.9, -0.1, 2.4, -3.8, -0.3, -0.3, 7.8, -0.2
CC(C)(C)NC(=O)c1ccc2c(c1)N(CC(=O)N1CCN(c3ccccc3F)CC1)C(=O)C(C)(C)O2
→ 9.2, -0.1, 1.2, -2.5, 4.0, 0.6, -0.3, 13.0, -2.3
Cc1cc(C)nc(SCC(=O)OCN2C(=O)c3ccccc3C2=O)n1
→ 2.5, 0.3, 2.9, 25.5, -11.7, -0.6, 0.1, x, 1.3
O=C(C[n+]1ccc2ccccc2c1)Nc1cc(C(F)(F)F)ccc1Cl
→ 9.7, 5.6, 8.2, 1.8, -6.9, 0.2, -0.9, 17.3, 3.3
CC(C)CNc1nc(N)c([N+](=O)[O-])c(NCC2CCCO2)n1 (stereo not given)
→ 4.3, 0.9, -3.3, 6.6, -0.8, -1.4, -0.2, 34.7, -2.2
CC(NC(=O)CCCN1C(=O)c2ccccc2C1=O)c1ccc2c(c1)CCCC2 (stereo not given)
→ 5.5, 0.1, 0.0, -3.8, -1.4, -0.4, 1.3, 24.4, 3.5
CCOc1ccc(C(=O)/C=C/c2ccccc2C(F)(F)F)cc1
→ -1.7, -0.4, -1.1, 6.9, -5.9, -1.5, 0.7, 29.5, -1.4
CC(C)CN1CCN(Cc2cccc3cccnc23)CC1CCO (stereo not given)
→ 1.1, 1.2, 0.7, 4.1, -12.0, 0.3, 0.9, 1.2, -0.8
CC(C)C(=O)N1CCN(c2ccccc2NC(=O)COc2ccccc2)CC1
→ 8.2, 2.0, 1.2, 18.4, 9.6, -0.7, 0.1, -7.3, -0.7
Cc1ccc(S(=O)(=O)NCCC(=O)NCc2ccc3c(c2)OCO3)cc1C
→ -2.4, -0.7, -2.6, 13.5, -11.0, -1.6, -1.4, -9.8, -3.2
Cc1ccc(N2CC(C(=O)O)CC2=O)cc1 (stereo not given)
→ 4.0, 1.0, -2.5, 23.1, -4.7, 0.9, 0.4, 16.4, -3.6
O=[N+]([O-])c1cnc2ccccc2c1
→ 3.9, -0.2, 1.5, 7.4, -10.5, 2.7, 0.7, 7.5, 3.2
Cc1ccccc1Cn1nnc(C(=O)Nc2cccc(C)c2C)c1N
→ 31.9*, -1.3, 25.9*, 25.7, -1.0, 9.4, 4.8, -15.1, -0.9
O=C(Oc1ccc(OC(=O)N2CCOCC2)cc1)c1ccccc1
→ 6.2, -1.6, 1.5, 27.3, -9.3, 2.3, 0.6, 32.9, 0.7
Cc1ccc2nc(NC(=O)c3cccs3)sc2c1
→ 11.3, -0.4, 0.8, 66.3, -11.2, 0.2, 2.3, 51.7*[5 µM], -0.7
CCOC(=O)c1oc2ccc(S(=O)(=O)N3CCC(C)CC3)cc2c1C
→ 10.4, -0.3, -0.8, -25.7, -1.2, 0.8, 1.6, 15.7, -1.9
COc1ccc(C[C@@H]2CN3C(=NC[C@@H]3C)N2CCNC(=O)c2ccc(C)c(Br)c2)cc1
→ 4.9, -0.5, 1.7, 20.4, -3.8, -1.5, -0.2, 2.1, 1.9
Cc1sc2ncnc(SCC(=O)Nc3nc(-c4ccc(F)c(F)c4)cs3)c2c1C
→ 3.3, 1.9, -2.6, 10.0, -8.1, 1.4, 0.8, 9.3, 1.3
CCOC(=O)C(C(=O)OCC)N(C#N)c1nc(N(C)C)nc(N(C)C)n1
→ 5.3, 0.0, 5.3, -6.1, -5.6, -0.8, -2.7, -0.8, -0.7
Cc1cc(N2CCC(C(N)=O)CC2)nc(-c2ccccc2)n1
→ 1.2, 0.5, -4.6, 18.8, -9.5, -1.1, 0.1, 13.7, 3.7
O=C(Oc1coc(CSc2ncccn2)cc1=O)c1cccc([N+](=O)[O-])c1
→ 1.9, 0.4, -3.4, 33.8, -4.4, 0.5, 0.6, 3.9, -2.6
O=C(O)c1cccc(-c2ccc(/C=N/NC(=O)C3COc4ccccc4O3)o2)c1 (stereo not given)
→ -0.3, -0.3, 3.1, -30.7, -8.0, -0.1, 0.8, 20.4, -2.9
CC1=NN(c2ccccc2)C(=O)/C1=C/N(C)C
→ 2.2, -4.2, -2.6, 3.4, 4.5, 0.5, 1.1, 26.6, -0.3
